Bioassay records as filed in PubChem.
VIM-2 inh – blocks Pseudomonas aeruginosa VIM-2 metallo-beta-lactamase; purified VIM-2, nitrocefin hydrolysis, epi-absorbance fluorescence; inhibition, % at 5.6 µM; 0.89% of 290,000 active; AID 1527;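 active means inhibition above the mean of all tested compounds plus 3 SD, cutoff set per screening run, cut at about 7.5% in these data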;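 further: red hydrolysis product quenches plate fluorescence so inhibitors raise well fluorescence; 0% = enzyme with DMSO and 100% = DMSO without enzyme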
PHOSPHO1 inh – inhibitors of human PHOSPHO1 phosphatase; inhibition, % at 13.3 µM; 1.1% of 290,000 active; AID 1565; Q8TCT1; recombinant PHOSPHO1, absorbance phosphatase assay; in the data active means inhibition above about 60%
Target sequence (Q8TCT1 whole entry, looked up): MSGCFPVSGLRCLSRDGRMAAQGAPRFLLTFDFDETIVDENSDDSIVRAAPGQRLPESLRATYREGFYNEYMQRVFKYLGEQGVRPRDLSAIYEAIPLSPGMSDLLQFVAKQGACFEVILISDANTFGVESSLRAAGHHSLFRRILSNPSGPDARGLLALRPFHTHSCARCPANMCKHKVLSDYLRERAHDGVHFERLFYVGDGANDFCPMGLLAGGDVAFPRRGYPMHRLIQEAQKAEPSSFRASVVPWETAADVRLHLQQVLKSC
IMP-1 inhibitor – inhibitors of Pseudomonas aeruginosa IMP-1 metallo-beta-lactamase; purified IMP-1, nitrocefin hydrolysis, epi-absorbance fluorescence; inhibition, % at 5.6 µM; 0.45% of 290,000 active;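 active means inhibition above the mean plus 3 SD of all compounds in the same screening run, cut at about 4.5% in these data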;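 further: 0% = IMP-1 with DMSO and 100% = DMSO wells lacking enzyme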
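system = purified recombinant IMP-1 beta-lactamase | amount = 0.2 nM IMP-1, as dispensed | medium = HEPES buffer pH 7.1 with ZnSO4 and Brij 35 | times = 25 °C, 15 min preincubation, 25 min reaction | detection = plate fluorescence quenching by hydrolysis product, ex 480/em 530 nm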
HCV NS3 hel inh – blocks Hepatitis C virus NS3 helicase unwinding. AID 1800. NS3 helicase DNA unwinding, Cy5 molecular beacon fluorescence. 0.56% of 290,000 active. inhibition, % at 10.9 µM;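 active means inhibition above the mean of all tested compounds plus 3 SD, set per campaign, cut at about 35% in these data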;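 further: 0% = DMSO wells and 100% = thioflavine S control wells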
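assay system = NS3 helicase fragment of HCV | buffer or medium = MOPS pH 6.5, MgCl2, DTT, Tween20, BSA | timing = 60 min unwinding reaction at 25 °C after ATP addition | signal = Cy5 beacon fluorescence read at start and 1 h | read-out basis = % inhibition of unwinding | control set = low DMSO, high thioflavine S at 110 µM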
IDE cell activ – activators of human insulin-degrading enzyme in cells | HEK cells, FAbeta-B cleavage, fluorescence polarization; 0% vehicle, 100% cell-free pure enzyme wells | P14735 | activation, % at 5.96 µM | 0.073% of 340,000 active | AID 493087;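 active means activation above the mean of all tested compounds plus 3 SD, set per screening campaign, cut at about 17% in these data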
FID counter – counter-screen for HCV NS3 helicase inhibitors: DNA intercalator displacement | 0.17% of 290,000 active | DNA fluorescent intercalator displacement, fluorescence | inhibition, % at 7.9 µM; in the data active means inhibition above about 37%;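 further: 0% = vehicle and 100% = reference compound; higher means more ethidium bromide displaced from hairpin DNA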
p-CIP stab down – compounds decreasing mouse p/CIP protein stability | F442A p/CIP-EGFP cells, EGFP fluorescence, 16 h | Q05BA5 | decrease of EGFP signal, % at 10 µM | 0.01% of 290,000 active;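 active means EGFP signal decrease of at least 30% at 10 µM or well 3 SD below plate mean, unless failing retest; inactive means the rest, including hits failing retest or dose response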; further: some compounds called inactive have numbers as strong as hits; many of its hits are not listed in these tables
MEKK3 PB1 HTS – raises or lowers MEK5 binding to the human MEKK3 PB1 domain; Q99759; bead-based flow cytometry, Alexa488-MEK5 binding to MEKK3; actives lie on both sides; 0 = blocked by unlabeled MEK5, 100 = vehicle; 1.4% of 290,000 active; binding response (% of control), % at 10 µM;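 active means binding response more than 3 SD above or below the average of its plate-row segment, actives on both sides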;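 further: Alexa488 bead fluorescence after subtracting the streptavidin-only scavenger bead signal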
Target sequence (Q99759 whole entry, looked up, the tested form may be a part): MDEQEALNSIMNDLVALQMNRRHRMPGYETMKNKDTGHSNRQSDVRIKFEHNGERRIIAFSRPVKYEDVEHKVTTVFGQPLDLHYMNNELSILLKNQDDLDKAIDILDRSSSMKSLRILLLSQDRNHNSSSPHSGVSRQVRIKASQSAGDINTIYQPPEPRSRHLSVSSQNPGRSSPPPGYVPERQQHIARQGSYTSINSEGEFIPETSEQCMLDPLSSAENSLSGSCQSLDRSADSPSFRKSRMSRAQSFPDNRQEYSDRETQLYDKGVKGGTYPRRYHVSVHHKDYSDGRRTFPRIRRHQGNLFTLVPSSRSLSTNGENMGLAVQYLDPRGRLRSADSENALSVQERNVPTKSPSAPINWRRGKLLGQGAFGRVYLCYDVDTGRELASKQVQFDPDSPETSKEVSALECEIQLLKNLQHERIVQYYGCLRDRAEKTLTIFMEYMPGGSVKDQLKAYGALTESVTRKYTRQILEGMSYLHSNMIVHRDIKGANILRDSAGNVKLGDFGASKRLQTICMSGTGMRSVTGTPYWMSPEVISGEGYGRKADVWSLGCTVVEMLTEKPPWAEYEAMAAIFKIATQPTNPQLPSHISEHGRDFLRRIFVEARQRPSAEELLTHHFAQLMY
UBC9 SUMO inh – SUMOylation inhibition; P63279; HTRF SUMOylation assay, SAE1/SAE2 + UBC9, in vitro; inhibition, % at 35 µM; 0.36% of 290,000 active; in the data active means inhibition above about 50%, passing the limit was not always enough; further: strong numbers were not always called active
Target sequence (P63279 whole entry, looked up): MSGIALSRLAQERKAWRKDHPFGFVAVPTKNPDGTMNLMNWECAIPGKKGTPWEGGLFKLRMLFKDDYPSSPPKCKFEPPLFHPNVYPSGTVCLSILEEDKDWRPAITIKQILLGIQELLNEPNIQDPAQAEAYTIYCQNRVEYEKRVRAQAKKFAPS
* hit, by the source's call; x = not tested or not shown; & = joins results of further samples.

The line under a structure holds: VIM-2 inh | PHOSPHO1 inh | IMP-1 inhibitor | HCV NS3 hel inh | IDE cell activ | FID counter | p-CIP stab down | MEKK3 PB1 HTS | UBC9 SUMO inh
1: COc1cccc(OC)c1C1=NCC(=O)Nc2c1oc1ccc(Br)cc21
  -3.4 | -6 | -2.4 | -6 | 1 | -13 | -11 | 105 | 5
2: Cc1ccc(S(=O)(=O)CC(=O)c2cc(C)c(OC(=O)N(C)C)c(C)c2)cc1
  -3.5 | 20 | -3.4 | 2 | -6 | -29 | 4 | 103 | 1
3: CC(C)Cc1nc(N2CCNCC2)c(C#N)c2c1CCC2
  2.1 | 20 | -0.8 | -12 | x | 16 | 12 | 99 | 0
4: CN(C)C(=O)Oc1ccc(OC(=O)N(C)C)cc1
  -4.3 | -28 | -3.9 | 2 | 0 | -4 | -6 | 103 | 11
5: CSc1nc(N)c(N=Nc2ccc([As](=O)(O)O)cc2)c(=O)[nH]1
  -1.4 | -52 | -1.9 | 1 | -9 | 3 | -3 | 108 | 6
6: NC(Cc1ccccc1)c1nc(-c2ccccc2)no1 (centres undefined)
  -1.7 | 38 | -2.2 | 6 | 9 | -1 | -7 | 92 | 9
7: O=C1C2CCCN2C(c2cccnc2)N1c1cccc(Cl)c1 (centres undefined)
  -2.1 | -9 | -2.6 | 7 | -5 | -2 | -16 | 109 | 10
8: NC(=S)N/N=C/c1coc2ccccc2c1=O
  -4.1 | -1 | -3.8 | 0 | 3 | 2 | 5 | 109 | 9
9: CC(Cc1ccccc1)NC(=O)C(c1ccc(N)cc1)c1ccc(N)cc1 (centres undefined)
  -0.3 | 34 | -2.9 | -31 | 4 | -5 | -1 | 105 | 4
10: O=c1c2ccccc2nc(/C=C\c2ccccc2[N+](=O)[O-])n1-c1ccccc1O
  -0.7 | 28 | -2.9 | 0 | 2 | -12 | -17 | 97 | -3

Continued, starting with the last 2 of the part before.
The line under a structure holds: VIM-2 inh | PHOSPHO1 inh | IMP-1 inhibitor | HCV NS3 hel inh | IDE cell activ | FID counter | p-CIP stab down | MEKK3 PB1 HTS | UBC9 SUMO inh
9: CC(Cc1ccccc1)NC(=O)C(c1ccc(N)cc1)c1ccc(N)cc1 (centres undefined)
  -0.3 | 34 | -2.9 | -31 | 4 | -5 | -1 | 105 | 4
10: O=c1c2ccccc2nc(/C=C\c2ccccc2[N+](=O)[O-])n1-c1ccccc1O
  -0.7 | 28 | -2.9 | 0 | 2 | -12 | -17 | 97 | -3
11: CC[N+]12CCC(CC1)C(=C(c1ccccc1)c1ccccc1)C2
  -1.8 | -3 | 0.0 | -10 | 5 | 16 | -7 | 104 | -8
12: CC1CN(c2ccc([N+](=O)[O-])cc2Cl)CCN1 (centres undefined)
  -1.9 | 20 | -3.8 | -6 | -1 | 5 | 0 | 102 | 20
13: C=CCn1cc(C=C2C(=O)N(C)C(=O)N(C)C2=O)c2ccccc21
  4.6 | -8 | -0.6 | -6 | -1 | -6 | -4 | 102 | 14
14: CC(C(N)=O)N1CC(c2ccc(Cl)cc2)CC1=O (centres undefined)
  -0.3 | -30 | -1.9 | 1 | -5 | -2 | -6 | 104 | 0
15: Cc1ccc(-c2nc(N3CCOCC3)s[n+]2-c2ccccc2)cc1
  -3.1 | -12 | -2.8 | 7 | -15 | -2 | -6 | 101 | 14
16: CCC(C)(C)n1nnnc1CN1CCC(n2c(C)nc3cc(C(F)(F)F)ccc32)CC1
  -4.6 | -1 | -3.0 | 1 | 1 | -12 | 2 | 57 | -4
17: CSc1ncc(Cl)c(C(=O)O)n1 (tested in a mixture with another compound)
  -3.5 | 1 | -1.2 | 0 | 3 | 2 | -1 | 101 | 17
18: Nc1ccccc1N=Cc1c(O)n(CCC2=CCCCC2)c(=O)[nH]c1=O
  -5.1 | 15 | -4.0 | 7 | 4 | -3 | -10 | 104 | 22
19: CS(=O)(=O)Nc1ccc(Cc2noc(-c3ccc4[nH]cc(CCN)c4c3)n2)cc1
  29* | 20 | -0.1 | -75 | x | 15 | -5 | 107&103 | 16
20: CC(=O)Nc1ccccc1OC(=O)N(C)C
  -2.8 | -7 | -1.0 | -13 | 6 | -3 | -8 | 84 | 23
21: N/C(=N\[N+](=O)[O-])N/N=C/c1ccc(O)cc1
  -0.8 | -14 | -0.8 | -10 | 1 | -3 | -6 | 99 | 11
22: Cc1cccc(NC(=O)CSc2nnc([C@@H](N)Cc3c[nH]c4ccccc34)o2)c1C
  -0.9 | 39 | -3.7 | -36 | 1 | 1 | 1 | 97 | -31
23: CS(=O)(=O)c1ccc(C(=O)N2CCC(C(=O)O)(c3ccccc3)CC2)cc1
  -1.7 | 14 | -1.6 | 7 | -1 | -8 | -7 | 101 | 13
24: COc1ccc(C)cc1NC1=NC(C)(C)CS1
  -0.7 | 7 | -2.5 | 4 | -1 | -5 | 3 | 102 | 10
25: CCC(=NCc1cccnc1)c1c(O)n(-c2ccc(C)cc2)c(=O)[nH]c1=O
  -1.7 | 46 | -1.5 | -1 | 1 | -8 | -9 | 91 | 14
26: COC(=O)C1CN(C#N)N(c2ccc(Cl)cc2)C12c1ccccc1-c1ccccc12 (centres undefined)
  -5.2 | 1 | -3.7 | -15 | 0 | -13 | -18 | 73 | -18
27: CC1CCC/C=C/C2CC(O)CC2C(O)/C=C/C(=O)O1 (centres undefined)
  -0.2 | 17 | -4.0 | 2 | 0 | -7 | 2 | x | 10
28: CN(C)C(=O)Oc1ccc2c(=O)c(Oc3ccccc3Br)coc2c1
  -0.3 | 30 | -2.4 | 0 | -3 | -27 | -9 | 107 | 12
29: CN1CCN(S(=O)(=O)c2ccc(Cl)nc2)CC1
  -0.3 | 2 | -1.8 | -4 | 2 | 1 | 4 | 101 | -5
30: CCCCn1nc(C)c(C(=O)O)c1Cl
  0.0 | 33 | -1.7 | -7 | 1 | 2 | -5 | 90 | 17
31: CCOP(=O)(C#CC(C)(C)C)C(O)(c1ccccc1)C(F)(F)F (centres undefined)
  -3.3 | -8 | -3.8 | 9 | 4 | -8 | 9 | 110 | -2
32: CC1=NN(c2ccccc2)C(=O)C1/C=C1/C(=O)NC(=O)N(c2cc(C)cc(C)c2)C1=O (centres undefined)
  -0.4 | 16 | -2.2 | 17 | 1 | -6 | -8 | x | 11
33: CN1C(=O)C(=Cc2ccc(SC3CCCCC3)o2)C(=O)N(C)C1=O
  2.6 | 18 | 2.1 | 18 | 2 | -22 | 6 | 95 | 12
34: O=C(N/N=C/c1c(O)n(Cc2ccc(F)cc2)c(=O)[nH]c1=O)c1ccccc1O
  -3.1 | -11 | -3.2 | 34 | 0 | 0 | -6 | 100 | -36
35: CC12CN3CC(c4ccccc4)(CN(C1)C31CCCCC1)C2=O
  -4.6 | 7 | -5.2 | 0 | -1 | 1 | -9 | 99 | 10
36: FC(F)(F)/C(=N\P(=S)(N1CCOCC1)N1CCOCC1)N1CCOCC1
  -2.9 | 6 | -3.2 | -8 | 2 | -1 | 5 | 102 | 4
37: CCOc1c(Cl)cc(CNC(C)C(O)c2ccccc2)cc1OC (centres undefined)
  -2.5 | -169 | -0.5 | -13 | 1 | 19 | -6 | 94 | 14
38: NCC1(CC(=O)O)CCCCC1
  0.6 | -9 | -0.9 | 2 | x | -4 | -4 | 108 | 8
39: CCOC(=O)C1(Cc2ccc(Cl)cc2)CCN(C(C)CCn2cccn2)CC1 (centres undefined)
  2.0 | -11 | -0.1 | -1 | 3 | 37* | -1 | 96 | 9
40: CN(C(=O)Oc1cccc2cccnc12)c1ccccc1
  -3.5 | 14 | -0.6 | -2 | 5 | -8 | 0 | 106 | -32
41: O=c1c2ccccc2nc(Cc2ccccc2)n1-c1ccc(O)cc1
  2.8 | 1 | 1.1 | -4 | 3 | -16 | -4 | 58 | 10
42: O=C1Nc2ccccc2Sc2ccccc21
  -2.1 | 39 | 0.1 | -12 | -1 | -1 | -10 | 99 | 4
43: O=C1NC(=O)C(CCc2ccncc2)(CCc2ccncc2)C(=O)N1Cc1ccccc1
  -1.3 | 50 | -0.4 | 1 | 1 | -30 | -8 | 99 | 4
44: CCCC1(CCC)C(=O)NC(=NCc2ccccc2)NC1=O
  -2.0 | 14 | -3.8 | 1 | 0 | 5 | -14 | 114 | 30
45: CN1C(=O)C(O)N=C(c2ccccc2)c2ccccc21 (centres undefined)
  -0.3 | x | -3.1 | 1 | -1 | -11 | -11 | 102 | 8
46: O=C(CCn1c(=O)oc2ccccc21)N1CCC2(CC1)OCCO2
  -3.9 | 18 | -4.4 | 4 | 6 | -2 | -6 | 99 | -16
47: Cc1cccc(NP(=O)(Oc2ccccc2)Oc2ccccc2)c1C
  -1.3 | -20 | -1.3 | -15 | -4 | -39 | 2 | 99 | -12
48: CCOC(=O)C(O)(c1ccc(N(C)C(=O)COc2ccccc2)cc1)C(F)(F)F (centres undefined)
  -0.8 | x | -3.4 | 0 | 3 | -16 | x | 107 | x
49: O=C(Cc1ccccc1)NC(Oc1ccccc1Cl)C(Cl)(Cl)Cl (centres undefined)
  -0.7 | 6 | -2.8 | 1 | 5 | -1 | -11 | 93 | 2
50: COc1ccc(Cn2c(O)c(/C=N/NC(=O)c3ccncc3)c(=O)[nH]c2=O)cc1
  -1.4 | 1 | -0.6 | 5 | 4 | -33 | 10 | 89 | 12
51: O=C(c1cc2cc(F)ccc2[nH]1)N1CCC2(CC1)OCCO2
  -0.9 | -9 | -1.9 | -4 | 2 | -8 | -19 | 95 | 12
52: CCOc1ccc(Cl)cc1CNCCc1ccc(F)cc1
  -2.6 | -20 | -0.1 | -13 | 3 | 16 | 5 | 104 | -25
53: Cc1nn(Cc2ccccc2)c(Cl)c1C(=O)OCC(=O)Nc1cccc2ccccc12
  -1.3 | 2 | -2.6 | 1 | 4 | -4 | 5 | 106 | 12
54: OC(c1ccccc1)(c1ccc(Cl)cc1)C1CN2CCC1CC2 (centres undefined)
  0.1 | 25 | 1.4 | -38 | 4 | 14 | 7 | 90 | -4
55: O=C(NC1CC2CCCC(C1)N2)c1ccccc1 (centres undefined)
  1.6 | 22 | -0.7 | 0 | 5 | -5 | -24 | 100 | 3
56: CC/C(CC(c1ccccc1)c1c(O)c2ccccc2oc1=O)=N\NC(N)=S (centres undefined)
  -8.4 | 9 | -4.1 | 0 | 4 | -8 | -6 | 103 | 8
57: CCC1(c2ccccc2)C(=O)N(C)C(=O)N(C)C1=O
  -2.0 | 16 | -0.9 | -3 | 0 | -4 | -7 | 105 | 13
58: C[C@@H]1C[C@H]2OC(=O)C3(CO3)[C@H]2[C@H](O)[C@]2(C)C(=O)C3OC3[C@@H]12 (some centres undefined)
  x | 35 | x | x | x | x | -3 | 85 | 6
59: COc1cccc(NC2=NCCCS2)c1
  -0.6 | x | -0.8 | -9 | 7 | -2 | -8 | 104 | 8
60: Cc1cccc(OP(=O)(NCc2ccccc2)Oc2cccc(C)c2)c1
  -3.7 | 8 | -1.4 | -8 | 0 | -29 | 2 | 101 | -12

Not all compounds are listed; rates above refer to the full screens.
